TSHR antagonist – antagonists of human thyroid stimulating hormone receptor; activity change, negative = inhibition, % at 11.5 µM; 330,000 compounds, 0.2% hits; TSHR-expressing cells, TSH-stimulated cAMP HTRF, 2 h; stronger effect = lower value;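 active = activity change below a set negative limit, meaning inhibition stronger than a set level, cut at about -70% in these data; inconclusive = activity change between two set negative limits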; also: % is scaled to controls: 0 for no effect and ±100 for the full control effect
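TSHR-expressing cells were treated with compounds, then stimulated with TSH at EC80 (4nM final) for 2 hours at 37 deg C. Cellular cAMP was measured by HTRF competition between lysate cAMP and cAMP-d2 for a cryptate-labelled anti-cAMP antibody.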
Giardia kill – Giardia lamblia killing | Giardia lamblia trophozoite viability | activity change, % at 7.66 µM, hits read low | 340,000 compounds, 0.15% hits | AID 540267; in the data active = activity change below about -80%; inconclusive = between about -30% and that limit;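 also: parasites exposed to compound for two days anaerobically before the ATP read; % is scaled to controls: 0 for no effect and ±100 for the full control effect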
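Viability, read as ATP luminescence: trophozoites at 100 cells/well, compound added, 48 hrs anaerobic at 37 deg C, then 15-30 min room-temperature development before reading.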
hERG WT inh – KCNH2 (human, wildtype) channel inhibition; Q12809; U2OS, BacMam KCNH2, thallium flux FluxOr; stronger effect = lower value; activity change, % at 1.84 µM; 340,000 compounds, 0.37% hits; AID 720551;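 active = maximum activity change below -70%; inconclusive = maximum activity change between -70% and -50%; inactive = maximum activity change above -50%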; also: % is scaled to controls: 0 for no effect and ±100 for the full control effect
Target sequence (Q12809 whole entry, looked up): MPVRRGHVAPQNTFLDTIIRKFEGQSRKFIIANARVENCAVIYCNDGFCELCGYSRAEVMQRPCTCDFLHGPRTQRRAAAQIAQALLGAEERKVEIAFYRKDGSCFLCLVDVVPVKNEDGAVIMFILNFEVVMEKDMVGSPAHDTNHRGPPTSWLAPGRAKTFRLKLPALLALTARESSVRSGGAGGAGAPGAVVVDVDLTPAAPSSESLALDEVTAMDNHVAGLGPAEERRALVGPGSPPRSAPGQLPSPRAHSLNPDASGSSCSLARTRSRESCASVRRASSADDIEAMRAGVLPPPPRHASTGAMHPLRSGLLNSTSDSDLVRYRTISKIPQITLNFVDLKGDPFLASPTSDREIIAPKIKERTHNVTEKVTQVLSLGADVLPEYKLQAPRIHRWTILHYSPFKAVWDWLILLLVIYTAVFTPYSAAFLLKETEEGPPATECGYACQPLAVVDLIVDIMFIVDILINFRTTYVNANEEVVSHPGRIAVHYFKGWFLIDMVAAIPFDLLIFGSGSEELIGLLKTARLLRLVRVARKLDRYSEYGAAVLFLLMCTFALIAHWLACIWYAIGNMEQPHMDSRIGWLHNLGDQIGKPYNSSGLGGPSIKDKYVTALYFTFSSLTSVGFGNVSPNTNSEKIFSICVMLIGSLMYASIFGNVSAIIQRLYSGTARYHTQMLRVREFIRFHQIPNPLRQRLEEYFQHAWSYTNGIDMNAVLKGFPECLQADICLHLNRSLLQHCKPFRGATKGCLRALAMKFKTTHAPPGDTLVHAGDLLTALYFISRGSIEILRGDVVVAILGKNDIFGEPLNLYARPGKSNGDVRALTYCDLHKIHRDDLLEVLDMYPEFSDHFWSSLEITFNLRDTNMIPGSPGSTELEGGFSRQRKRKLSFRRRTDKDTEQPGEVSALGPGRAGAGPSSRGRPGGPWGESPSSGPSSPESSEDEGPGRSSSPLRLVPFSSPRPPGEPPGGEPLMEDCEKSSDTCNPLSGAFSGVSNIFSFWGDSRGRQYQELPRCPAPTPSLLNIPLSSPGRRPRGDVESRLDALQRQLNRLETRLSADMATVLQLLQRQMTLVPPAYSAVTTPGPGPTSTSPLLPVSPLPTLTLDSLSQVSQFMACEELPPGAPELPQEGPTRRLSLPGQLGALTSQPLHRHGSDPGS
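U2OS cells transduced with wild-type KCNH2 virus are loaded with FluxOr dye for 45 min, and thallium flux is measured in kinetic reads before and after stimulation buffer. Rate constants are normalized to DMSO controls.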
Tb PFK inh – blocks T. brucei phosphofructokinase. O15648. AID 485367. Potency, µM (series often up to 57.5 µM), for the others: at the top dose activity, negative = inhibition, usual class: inhibitors. 330,000 compounds, 0.17% hits. T. brucei PFK, ADP-Glo luminescence;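 also: potency is read from the fitted curve at half-maximal effect; 0% = uninhibited 1x PFK enzyme wells and -100% = no-enzyme wells; nearly all actives have a fitted effect of over 60% in size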
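Activity is normalized to no-enzyme wells (full inhibition) and 1.25 nM enzyme wells (no inhibition). Reaction: 0.5 mM F6P, 0.1 mM ATP, 45 min RT, ADP-Glo luminescence; concentration-response curves fitted and classed by quality.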
CXXC DNA block – inhibitors of human MLL CXXC domain-DNA interaction; 290,000 compounds, 0.037% hits; Q03164; MLL-CXXC / FITC-HOXA9 DNA fluorescence polarization; AID 2662; Potency, µM (doses to about 115 µM), without a hit: at the highest dose activity change, negative = inhibition, hits mostly inhibitors; active = well fitted inhibition curve with a large enough effect in the polarisation, with a control signal flat, not every such curve was filed as active; inconclusive = small, poorly fitted or top-dose-only effect, or effect the other way, or a change in a side signal; inactive = no such curve, though single readings can be large or run the other way; the % refers to the polarisation; also: potency is read from the fitted curve at half-maximal effect
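Purified MLL-CXXC (added from a 7 uM solution) was preincubated 5 min at ambient with pinned compounds in 50 mM Tris-HCl pH 7.5, 50 mM NaCl, 1 mM DTT, 0.05% BSA. Fluorescein-labeled HOX-A9 DNA (50 nM solution) followed, 30 min, then polarization read.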
TCR activator – activates T cell receptor signaling; primary human leukocytes, anti-CD3, IL-2 HTRF, 48 h; Potency, µM (top dose mostly 9.22 µM), inactives show at the top dose activation of IL-2 secretion, usual class: activators; 330,000 tested, under 10 active; AID 504894; also: % of control where 0% means no effect
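Human primary leukocytes + a-CD3 beads + cpd, 48 hr; IL-2 in supernatant by HTRF (ex 320nm / em 665nm). No co-stimulatory signal supplied.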
Chronic BCR inh – blocks chronic active B-cell receptor signaling. ABC-DLBCL IkBa-CBG/CBR reporter, luminescence ratio, 4 h. Potency, µM (highest dose often 46.1 µM), inactives show at the highest dose ratio change, negative = lower green/red ratio, usual class: inhibitors. 340,000 compounds, 0.05% hits. AID 493014; active = well fitted inhibition curve with a large enough effect in the signal ratio, with a control signal flat, not every such curve was filed as active; inconclusive = small, poorly fitted or top-dose-only effect, or effect the other way, or a change in a side signal; the % refers to the signal ratio;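 also: potency is read from the fitted curve at half-maximal effect; plate controls were basal doxycycline-induced cells for no effect and cells given 10 µM MG132 for full effect; MG132 reads +100%, hits lower the ratio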
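Concentration-response series (up to 46 uM) were applied to TMD8 dual-reporter cells for 4 h at 37C with doxycycline. Green/red ratio, after filter-overlap correction, defined %Activity; red signal alone was normalised to basal cells and zero luminescence.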
AT treatment – potential ataxia-telangiectasia treatment. […] A-T fibroblasts, KAP-1 phosphorylation AlphaLISA; neocarzinostatin DNA damage 30 min before lysis. Potency, µM (highest dose often 57.5 µM), for inactives: at the top dose activation, most hits filed as activators. 320,000 compounds, 0.19% hits. AID 485349; also: potency is read from the fitted curve at half-maximal effect; % of control where 0% means no effect; nearly all actives have a fitted effect of over 45% in size
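ATM-like activity read as KAP-1 phosphorylation via AlphaLISA donor/acceptor antibody pairs after lysis and 6 hr at 25C. Cells were ATM-null patient fibroblasts ([…], hTERT), dosed 60 min, then exposed to the DSB inducer NCS for 30 min.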
GALK inh – galactokinase (human) inhibition. Purified GALK, Kinase-Glo residual ATP luminescence. P51570. 270,000 compounds, 0.007% hits. Potency, µM (titrated, usually from 57.5 µM), for inactives: at the highest dose activity change, negative = inhibition, usual class: inhibitors; also: potency is read from the fitted curve at half-maximal effect; % is scaled to controls: 0 for no effect and ±100 for the full control effect
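GALK at 5 nM final was combined with compound, 35 uM ATP and 100 uM galactose in HEPES pH8.0 with MgCl2 and DTT. The reaction ran one hour at room temperature before luminescent ATP detection.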
Coupling enz – coupling enzyme interference in Giardia aldolase counter-screen; coupling enzyme system counterscreen, AmpLite Red fluorescence; activity change, negative = inhibition, % at 58.2 µM, hits read low; 290,000 compounds, 0.67% hits; in the data active = activity change below about -30%; also: % is scaled to controls: 0 for no effect and ±100 for the full control effect
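First, compound is pin-transferred into glyceraldehyde-3-phosphate coupling-enzyme reagent at 57.5 uM final and held 10 min at RT. Next, substrate, coupling system and AmpLite Red are added. After 20 min RT, fluorescence (525/598 nm) is read.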
Active calls of the source: *; i = inactive; u = inconclusive; x = no result given. Unless noted, calls follow the shape of the dose curve; as a rule, active = well fitted curve in the direction sought with a large enough effect; inconclusive = small, poorly fitted or top-dose-only effect, or another doubt; inactive = no such curve, though single readings can be large; an effect the other way counts as inactive or inconclusive.

| nr | SMILES | TSHR antagonist | Giardia kill | hERG WT inh | Tb PFK inh | CXXC DNA block | TCR activator | Chronic BCR inh | AT treatment | GALK inh | Coupling enz |
| --- | --- | --- | --- | --- | --- | --- | --- | --- | --- | --- | --- |
| 1 | NS(=O)(=O)c1ccc(CNc2ccc3ccccc3n2)cc1 | -11 | 4 | -6 | 1% | 17% | -11% | -4% | 5% | -2% | -1 |
| 2 | CCOC(=O)c1cc([N+](=O)[O-])c([N+](=O)[O-])cc1NC(C)=O | 1 | 4 | -4 | -6% | 3% | 9% | u | -13% | x | -3 |
| 3 | Cc1c(CCC(C)C)c(-n2ccnc2C)n2c(nc3ccccc32)c1C#N | -8 | -5 | -10 | -1% | 10% | 2% | 13% | -2% | -2% | x |
| 4 | COc1cc(C(=O)N2CCCc3ccccc32)c([N+](=O)[O-])cc1OC | 2 | 10 | 12 | -3% | 3% | -2% | 0% | -1% | 5% | 2 |
| 5 | CC(=O)Nc1ccc(-c2cn3ccsc3n2)cc1 | -3 | -26 | 19 | 0% | 3% | 3% | u | 4% | 1% | -2 |
| 6 | CCOc1ccccc1CN1CCN(S(=O)(=O)CC)CC1 | -2 | -4 | -13 | -3% | 4% | -6% | -1% | -6% | -2% | 2 |
| 7 | O=C(OCC(=O)N1CCN(C(=O)c2ccco2)CC1)c1ccccc1C(=O)c1ccc(Cl)cc1 | -9 | -3 | 23 | 1% | -13% | -3% | 0% | 2% | -1% | -6 |
| 8 | Cc1cccn2c(=O)c3cc(S(=O)(=O)c4ccccc4)c(=N)n(Cc4ccco4)c3nc12 | -14 | -18 | -4 | 3% | 22% | 7% | u | 4% | 1% | 6 |
| 9 | COc1ccc(-n2nnnc2SCC(=O)N2CCCC2)cc1OC | -7 | 6 | 8 | -2% | 9% | 1% | 1% | -1% | 0% | 0 |
| 10 | O=C(O)CNC(=O)c1ccc(Oc2c(F)c(F)c(Oc3ccc(C(=O)NCC(=O)O)cc3)c(F)c2F)cc1 | 6 | -1 | 2 | u | -1% | 4% | -8% | 0% | -2% | 13 |
| 11 | CCOC(=O)c1c(S(=O)(=O)Nc2ccccn2)c(C)n(C)c1C | 1 | u | 3 | 1% | 11% | 6% | 0% | 6% | 1% | 1 |
| 12 | O=C(NCc1ccncc1)C1CCN(S(=O)(=O)c2ccc(F)cc2)CC1 | 3 | -3 | -4 | -1% | 5% | -4% | 1% | -8% | 5% | 1 |
| 13 | Cc1onc(-c2ccccc2Cl)c1C(=O)OCC(=O)Nc1cccc(S(=O)(=O)N(C)C)c1 | -29 | 14 | -14 | 0% | -5% | 7% | u | 3% | 3% | -3 |
| 14 | CCN1C(=O)C(=O)N(CC(=O)Nc2cccc(C(F)(F)F)c2)C1=O | -8 | -2 | 2 | 26% | x | -14% | -3% | 1% | x | x |
| 15 | O=C(NCc1ccco1)c1cnn2c(C(F)(F)F)cc(-c3cccs3)nc12 | -13 | -10 | 1 | -1% | 4% | -4% | -1% | 10% | 4% | 4 |
| 16 | CCOc1ccccc1CN(Cc1ccco1)S(=O)(=O)c1ccc(-n2cnnn2)c(OC)c1 | 7 | 0 | -9 | 1% | -3% | 3% | 4% | -3% | -3% | -2 |
| 17 | Cc1ccccc1N(CC(=O)NC1CCCCC1)C(=O)c1csnn1 | 4 | 17 | -7 | 1% | -4% | -5% | 5% | 4% | 14% | 0 |
| 18 | Cc1ccc(OCC(=O)N/N=C/c2ccncc2)cc1 | 6 | 9 | 19 | 0% | -4% | -1% | 7% | -4% | 0% | 2 |
| 19 | Nc1nonc1N/N=C\c1ccccc1 | 7 | 4 | -1 | -5% | 2% | -1% | -20% | -4% | 10% | 2 |
| 20 | COc1ccc2nc(NC(=O)C3CCN(C(=O)c4ccco4)CC3)sc2c1 | -3 | 0 | 0 | 4% | -5% | -3% | -12% | -2% | 0% | 1 |
| 21 | Cc1cc2c(NC(=O)Nc3ccccc3)cccc2nn1 | -4 | 8 | -2 | 9% | 3% | -7% | 1% | 9% | 0% | -42* |
| 22 | O=C(Nc1ccccc1C(=O)O)/C(=C/c1ccc(Cl)cc1Cl)NC(=O)c1ccco1 | -3 | -22 | 7 | 21% | -3% | -7% | 4% | 4% | 1% | x |
| 23 | O=C(CN1CCNCC1)NCCSc1ccc(Cl)cc1 | -3 | -3 | i | -5% | 3% | 1% | -1% | 2% | 0% | 1 |

Of the compounds above, eight have a halogen.
| nr | SMILES | TSHR antagonist | Giardia kill | hERG WT inh | Tb PFK inh | CXXC DNA block | TCR activator | Chronic BCR inh | AT treatment | GALK inh | Coupling enz |
| --- | --- | --- | --- | --- | --- | --- | --- | --- | --- | --- | --- |
| 7 | O=C(OCC(=O)N1CCN(C(=O)c2ccco2)CC1)c1ccccc1C(=O)c1ccc(Cl)cc1 | -9 | -3 | 23 | 1% | -13% | -3% | 0% | 2% | -1% | -6 |
| 10 | O=C(O)CNC(=O)c1ccc(Oc2c(F)c(F)c(Oc3ccc(C(=O)NCC(=O)O)cc3)c(F)c2F)cc1 | 6 | -1 | 2 | u | -1% | 4% | -8% | 0% | -2% | 13 |
| 12 | O=C(NCc1ccncc1)C1CCN(S(=O)(=O)c2ccc(F)cc2)CC1 | 3 | -3 | -4 | -1% | 5% | -4% | 1% | -8% | 5% | 1 |
| 13 | Cc1onc(-c2ccccc2Cl)c1C(=O)OCC(=O)Nc1cccc(S(=O)(=O)N(C)C)c1 | -29 | 14 | -14 | 0% | -5% | 7% | u | 3% | 3% | -3 |
| 14 | CCN1C(=O)C(=O)N(CC(=O)Nc2cccc(C(F)(F)F)c2)C1=O | -8 | -2 | 2 | 26% | x | -14% | -3% | 1% | x | x |
| 15 | O=C(NCc1ccco1)c1cnn2c(C(F)(F)F)cc(-c3cccs3)nc12 | -13 | -10 | 1 | -1% | 4% | -4% | -1% | 10% | 4% | 4 |
| 22 | O=C(Nc1ccccc1C(=O)O)/C(=C/c1ccc(Cl)cc1Cl)NC(=O)c1ccco1 | -3 | -22 | 7 | 21% | -3% | -7% | 4% | 4% | 1% | x |
| 23 | O=C(CN1CCNCC1)NCCSc1ccc(Cl)cc1 | -3 | -3 | i | -5% | 3% | 1% | -1% | 2% | 0% | 1 |

Screens from PubChem BioAssay.
